TRPC6 inh = blocks the mouse TRPC6 cation channel; Q61143; HEK293-TRPC6, membrane potential dye, ACh-evoked depolarization; hits give low values; B-score at 10 µM; 1.1% of 310,000 active; AID 2553;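 active = B-score under library mean minus 3 SD, initial fluorescence not abnormally high, positive integrated signal ratio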;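 also: B-score derived from integrated fluorescence ratio over the kinetic read; more negative B-score means stronger inhibition of depolarization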
IEC-6 cytotox = kills IEC-6 intestinal cells in KLF5 counter-screen. IEC-6 cytotoxicity, luminescence viability. 0.78% of 290,000 active. inhibition, % at 5 µM; in the data active = inhibition above about 22%;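 also: 0% = plate median of test compound wells and 100% = cytotoxic reference compound wells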
KLF5 inh = kruppel-like factor 5 inhibition | DLD-1 KLF5 promoter-luciferase reporter, luminescence | inhibition, % at 5 µM | 0.23% of 290,000 active | AID 1700;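 active = inhibition above a per-plate limit of that plate's mean compound inhibition plus 3 SD, cut at about 60% in these data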;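 also: 0% = DMSO wells and 100% = LY294002 at 200 µM; higher means less KLF5 promoter-driven luciferase light; inactives centre near -14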
TRPC4 agonist = TRPC4 (mouse) channel activation. Q9QUQ5. HEK293 TRPC4beta/mu-opioid, Fluo4 calcium fluorescence; hits give high values. B-score at 10 µM. 0.49% of 310,000 active;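 active = B-score above 5 SD of library B-scores, and initial fluorescence ratio not above library mean plus 5 SD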;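 also: positive B-score marks a calcium rise read as TRPC4 activation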
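Assay system: HEK293 stable line with TRPC4beta plus mu-opioid receptor; schedule: 45 min room-temperature Fluo4 loading, 110 s read; technique: kinetic Fluo4 calcium fluorescence; evaluation: integrated baseline-normalised fluorescence ratio, converted to per-well B score; controls: buffer (low) and maximal DAMGO (high)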
TRPC4 inh = TRPC4 (mouse) channel inhibition. B-score at 10 µM. HEK293 TRPC4beta/mu-opioid, DAMGO-evoked Fluo4 calcium flux; hits give low values. 0.39% of 300,000 active. Q9QUQ5;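 active = B-score over 3 SD under the library average, no early fluorescence shift, positive overall ratio signal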
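Test system – stable TRPC4beta/mu-opioid receptor HEK293 cells · Probe or stimulus – DAMGO, a submaximal dose followed by a maximal one · Dosing – one concentration per compound · Signal – Fluo4 calcium fluorescence by kinetic imaging, 5 s 1 Hz baseline · Evaluation – per-well B score of integrated baseline-normalized Fluo4 ratio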
TRPC4 potent = allosterically enhances the mouse TRPC4 cation channel; Q9QUQ5; HEK293 TRPC4beta/mu-opioid, DAMGO EC20, Fluo-4 Ca2+ flux; hits give high values; B-score at 10 µM; 0.42% of 310,000 active;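 active = B-score of calcium response area above 5 SD of library B-scores, with initial fluorescence ratio within 5 SD of library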;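 also: B-score of integrated fluorescence ratio over time as area under calcium response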
HIF activator = HIF pathway transcriptional activation | U2OS HRE-luciferase reporter, luminescence; normalized: DMSO 0%, desferrioxamine 100% | activation, % at 7.5 µM (by protocol) | 0.32% of 300,000 active;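 active = mean activation of at least 10% of the iron chelator positive control signal, with at least half of replicates also reaching 10%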
aSyn 5UTR inh = 5' untranslated region of α-synuclein, MLPCN primary screen; alpha-synuclein 5'UTR reporter, inhibitor activity; inhibition, % (tested at 7.5 µM); 0.82% of 300,000 active; AID 1813; in the data active = inhibition above about 60%;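 also: H4 neuroglioblastoma cells stably carrying SNCA 5'UTR luciferase fusion; 0% = DMSO wells and 100% = positive control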
MrgX1 antag = blocks BAM8-22 activation of human MrgX1 receptor. B-score at 10 µM. MRGX1-HEK293 calcium flux, Fluo-4, BAM8-22 antagonism; hits give low values. 1.3% of 310,000 active. Q96LB2. AID 588676;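 active = calcium-response B-score plate-corrected more than 3 library SD below zero, starting fluorescence within 5 deviations, no agonist response on first addition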;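 also: peak minus trough fluorescence over baseline after final BAM8-22 challenge near maximal dose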
Target sequence (Q96LB2 whole entry, looked up): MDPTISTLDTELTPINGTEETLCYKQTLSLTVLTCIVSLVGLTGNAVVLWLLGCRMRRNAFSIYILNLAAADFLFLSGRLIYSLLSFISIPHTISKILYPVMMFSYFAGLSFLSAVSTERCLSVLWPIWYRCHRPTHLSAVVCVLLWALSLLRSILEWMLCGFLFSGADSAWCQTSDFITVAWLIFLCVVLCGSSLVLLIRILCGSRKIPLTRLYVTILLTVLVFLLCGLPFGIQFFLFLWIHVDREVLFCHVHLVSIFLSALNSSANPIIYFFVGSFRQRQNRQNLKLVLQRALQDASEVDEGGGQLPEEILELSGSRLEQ
TRPC6 activator = activates the mouse TRPC6 cation channel | Q61143 | HEK293-TRPC6 membrane potential dye fluorescence; hits give high values | B-score at 10 µM | 0.13% of 310,000 active | AID 2550;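 active = B-score of the integrated fluorescence ratio above library mean plus 3 SD, and starting fluorescence ratio within library mean plus 5 SD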;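 also: higher score means more depolarization so channel activation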
SKKanGAS inh = blocks kanamycin growth of S. pyogenes SKKanGAS strain; BacTiter-Glo, 6 h; inhibition, % at 7.5 µM; 1.3% of 300,000 active;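 active = mean replicate score, as percent of positive control median, at least 50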;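 also: strain carries kanamycin resistance gene driven by streptokinase promoter and grows in 40 µg/ml kanamycin; loss of luminescence reflects streptokinase promoter inhibition or plain growth inhibition; 0% = median of DMSO wells and 100% = positive control at its reference dose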
The depositor's hits bear a star; i = inactive; . = no result given; & = joins results of further samples.

SMILES	TRPC6 inh	IEC-6 cytotox	KLF5 inh	TRPC4 agonist	TRPC4 inh	TRPC4 potent	HIF activator	aSyn 5UTR inh	MrgX1 antag	TRPC6 activator	SKKanGAS inh
Cn1cnnc1Sc1nc([N+](=O)[O-])nn1C	i	-2	-21	i	i	i	0.3	-5	i	i	3
Cc1ccc(-c2nnc(SCC(=O)N3CCN(c4ccccc4)CC3)o2)cc1	i	5	-10	i	i	i	0.0	7	i	i	4
CC(C)[C@H](NC(=O)c1ccccc1)C(=O)OCC(=O)NCCC1=CCCCC1	i	5	-15	i	i	i	-1.1	-11	i	i	-1
CCOC(=O)c1c(NC(=S)NC(=O)c2ccc(Cn3cc(Cl)cn3)o2)sc2c1CCC(C)C2 (stereo not drawn)	i	-2	-4	i	i	i	-1.6	31	i	i	12
CC1=C(C(=O)OCc2ccccc2)C(c2ccc([N+](=O)[O-])cc2)NC(=O)N1 (stereo not drawn)	i	-4	-12	i	i	i	0.2	10	i	i	0
COc1ccc(CCNC(=O)CCCn2c(SCC#N)nc3ccccc3c2=O)cc1OC	i	-2	1	i	i	i	-0.4	30	i	i	3
CCc1ccc(NC(=O)c2cnc(N3CCN(c4ccccn4)CC3)c3ccccc23)cc1	i	-2	-13	i	i	i	1.1	-28	-7.1*	i	8
O=C(NCCc1ccccc1)c1cnc(Cl)c(Cl)c1	i	4	-19	i	i	i	2.9	-119	i	i	2
Cc1ccc(Cc2cnc(NC(=O)/C(C#N)=C/c3ccc(-c4ccccc4[N+](=O)[O-])o3)s2)cc1	i	-8	-9	i	i	i	0.0	2	i	i	37
CN1CCN(c2ccc(CNS(=O)(=O)c3ccc(Cl)cc3)cc2)CC1	i	0	17	i	i	i	0.1	-9	i	i	-1
CC(C)(C)c1ccc(C(=O)NCCn2c(N)c(C#N)c3nc4ccccc4nc32)cc1	i	-2	-13	i	i	i	0.2	-14	i	i	9
CCCCSCCCNC(=O)CCCN1C(=O)c2ccccc2Sc2ncccc21	i	-6	-24	i	i	i	0.7	22	i	i	-3
COc1ccnc(CS(=O)c2nc3cc(OC(F)F)ccc3[nH]2)c1OC (stereo not drawn)	i	.	.	i	i	i	0.4	-3	i	i	-4
CCOP(=O)(OCC)C(Nc1cccc(C(F)(F)F)c1)c1ccc(F)cc1 (stereo not drawn)	i	0	-19	i	i	i	0.2	0	i	i	0
COc1ccc(CN2CCN(CC=C(C)C)C(CCO)C2)cc1Cn1cccn1 (stereo not drawn)	i	-1	-40	i	i	i	0.2	-6	i	i	5
CNC(=O)C1CCC(=O)N1Cc1ccc(C)cc1 (stereo not drawn)	i	7	10	i	i	i	-0.2	-17	i	i	3
O=C(NCc1cccnc1)C(=O)Nc1ccc2c(c1)OCO2	i	-4	-29	i	i	i	1.3	-32	i	i	5
O=C(CCN=C1NS(=O)(=O)c2ccccc21)OCC(=O)c1ccccc1Cl	i	.	.	i	i	i	0.9	5	i	i	-14
Cc1cccc(S(=O)(=O)NC(Cc2c[nH]c3ccccc23)C(=O)O)c1 (stereo not drawn)	i	0	0	i	i	i	0.0	-14	i	i	1
Cn1c(SCC(=O)NCc2ccco2)nnc1-c1ccc(S(=O)(=O)N2CCOCC2)cc1	i	-4	-4	i	i	i	.	-5	i	i	-2
Cc1ccc(OCC(=O)NNC(=O)CCc2ccccc2)cc1	i	1	-10	i	i	i	0.1	21	i	i	2
CCc1ccc(N(CC(=O)NCc2ccc(OC)cc2)C(=O)CCC(=O)Nc2ccccn2)cc1	i	0	-16	i	i	i	-0.2	27	i	i	0
CC1=C(C(=O)OCc2ccccc2)C(c2ccoc2)C(C#N)=C(N)O1 (stereo not drawn)	i	7	16	i	i	i	0.6	-11	i	i	6
Cn1c(SCc2ccccc2)nnc1-c1c[nH]c2ccccc12	i	2	-78	i	i	i	3.2	-107	i	i	-8
Cc1ccc(NC(=O)/C(=C\c2cccs2)NC(=O)c2ccccc2)cc1	i	-1	-14	i	i	i	0.3	25	i	i	-3
CSCC[C@H](NC(=O)C1=NN(c2c(F)c(F)cc(F)c2F)C(=O)CC1)c1nc2ccccc2[nH]1	i	0	-16	i	i	i	-0.1	11	i	i	-16
COCCNC(=O)C1CCN(S(=O)(=O)N2CCC3(CC2)OCCO3)CC1	i	-10	-17	i	i	i	0.5	-1	i	i	-6
O=C1c2ccc([N+](=O)[O-])cc2C(=O)N1c1c[nH]c(=O)[nH]c1=O	i	-5	-17	i	i	i	-0.4	8	i	i	-6
O=C1c2ccccc2CC1Sc1nnc(-c2ccccn2)o1 (stereo not drawn)	i	0	-33	i	i	i	4.0	-37	.	i	-3
CCn1c2ccccc2c2nnc(SCC(=O)c3c(N)n(C)c(=O)n(C)c3=O)nc21	i	10	13	i	i	i	-0.5	35	i	i	6
O=C(CCNC(=O)c1ccc([N+](=O)[O-])cc1)Nc1ccc(F)cc1F	i	6	-16	i	i	i	-17	-5	i	i	2
O=c1cc(CN2CCc3ccccc3C2)nc2sccn12	i	2	-14	i	i	i	-0.4	-4	i	i	2
CCC(C)NC(=O)C1CCC(=O)N(c2ccc3c(c2)OCO3)C1c1ccc(OC)cc1 (stereo not drawn)	i	-3	-14	i	i	i	-0.3	-12	i	i	-4
CCCCCC(=O)NC(=S)Nc1ccc2oc(=O)ccc2c1	-6.4*	-2	-9	i	i	i	.	.	i	i	3
O=C(O)c1ccc(N/N=C/c2cccc(C(F)(F)F)c2)cc1	i	32*	-138	i	i	i	3.6	-99	i	i	-7
COc1ccccc1CNS(=O)(=O)c1c(C)nc2sccn2c1=O	i	-8	-21	i	i	i	0.2	4	i	i	-1
O=C(Oc1ccccc1C(=O)Nc1ccccc1)c1ccc(Br)c([N+](=O)[O-])c1	i	-4	-83	i	i	i	0.4	-121	i	i	3
ClCc1nnc(-c2ccccc2)o1	i	2	2	i	i	i	0.2	-19	i	i	-10
CCOc1ccc(NC(=S)NC23CN4CN(CN(C4)C2)C3)cc1	i	-7	-4	i	i	i	-0.6	0	i	i	-6
O=C(Nc1ccccc1C(=O)N1CCCCC1)c1ccccc1C(F)(F)F	i	2	-25	i	i	i	0.1	-1	i	i	4

Single entries from the entries so far:
For KLF5 inh, O=C(Oc1ccccc1C(=O)Nc1ccccc1)c1ccc(Br)c([N+](=O)[O-])c1 shows -83
For SKKanGAS inh, CCOc1ccc(NC(=S)NC23CN4CN(CN(C4)C2)C3)cc1 shows -6

Further entries.
SMILES	TRPC6 inh	IEC-6 cytotox	KLF5 inh	TRPC4 agonist	TRPC4 inh	TRPC4 potent	HIF activator	aSyn 5UTR inh	MrgX1 antag	TRPC6 activator	SKKanGAS inh
Cc1c(C(=O)N2CCN(Cc3ccccc3)CC2)oc2c1C(=O)CCC2	i	12	-11	i	i	i	0.5	7	i	i	-3
NS(=O)(=O)c1ccc(NC(=S)NC(=O)c2ccco2)cc1	i	5&1	-27&-45	i	i	i	-0.2	2	i	i	-1
CCOC(=O)C1CCCN(C(=O)c2sc3nc(-c4ccc(F)cc4)cn3c2C)C1 (stereo not drawn)	i	0	-2	i	i	i	1.2	-29	i	i	-4
Cc1cc(-c2nsc(=O)o2)c(S(C)(=O)=O)s1	i	4	3	i	i	i	-0.3	7	i	i	3
CCc1cccc(Nc2cc(C)nc3nc(C)nn23)c1	i	0	3	i	i	i	-0.3	-9	i	i	-2
O=C(CCCc1nc2ccccc2s1)Nc1ccc(N2CCOCC2)cc1	i	3	0	i	i	i	-0.3	19	i	i	-5
COc1cccc(/C=N/c2sc(Cc3ccccc3)c(C)c2C(N)=O)c1O	i	0	-11	i	i	i	-0.2	-41	i	i	1
CCn1nc(C)c(C(=O)Nc2cc(Oc3ccc(Cl)cc3)cc([N+](=O)[O-])c2)c1C	i	-4	-34	i	i	i	0.0	18	i	i	22
Cc1ccc(CNC(=O)N2CCN(c3ccc(C)cc3)CC2)cc1	i	-1	-22	i	i	i	-0.1	6	i	i	7
CCOC(=O)C1CCN(C(=O)CN(c2cccc(OC)c2)S(=O)(=O)c2ccccc2)CC1	i	2	-14	i	i	i	-0.4	-11	i	i	-2
O=C(NN1CCCCC1)c1ccc(COc2ccc(Cl)cc2)cc1	i	-9	-5	i	i	i	0.3	0	i	i	0
CC(=O)Nc1ccc(NC(=O)c2cc(=O)c3ccc(C)cc3o2)cc1	i	-1	-41	i	i	i	-0.8	-16	i	i	-1
COc1ccc(C(=O)NCCc2ccc(F)cc2)cc1OC	i	5	-38	i	i	i	2.0	-10	i	i	-4

Arranged by length of the SMILES (lowest first): 12 of the compounds above
SMILES	TRPC6 inh	IEC-6 cytotox	KLF5 inh	TRPC4 agonist	TRPC4 inh	TRPC4 potent	HIF activator	aSyn 5UTR inh	MrgX1 antag	TRPC6 activator	SKKanGAS inh
CCc1cccc(Nc2cc(C)nc3nc(C)nn23)c1	i	0	3	i	i	i	-0.3	-9	i	i	-2
COc1ccc(C(=O)NCCc2ccc(F)cc2)cc1OC	i	5	-38	i	i	i	2.0	-10	i	i	-4
Cc1cc(-c2nsc(=O)o2)c(S(C)(=O)=O)s1	i	4	3	i	i	i	-0.3	7	i	i	3
O=C(NN1CCCCC1)c1ccc(COc2ccc(Cl)cc2)cc1	i	-9	-5	i	i	i	0.3	0	i	i	0
Cc1ccc(CNC(=O)N2CCN(c3ccc(C)cc3)CC2)cc1	i	-1	-22	i	i	i	-0.1	6	i	i	7
O=C(CCCc1nc2ccccc2s1)Nc1ccc(N2CCOCC2)cc1	i	3	0	i	i	i	-0.3	19	i	i	-5
O=C(Nc1ccccc1C(=O)N1CCCCC1)c1ccccc1C(F)(F)F	i	2	-25	i	i	i	0.1	-1	i	i	4
Cc1c(C(=O)N2CCN(Cc3ccccc3)CC2)oc2c1C(=O)CCC2	i	12	-11	i	i	i	0.5	7	i	i	-3
COc1cccc(/C=N/c2sc(Cc3ccccc3)c(C)c2C(N)=O)c1O	i	0	-11	i	i	i	-0.2	-41	i	i	1
CCOC(=O)C1CCCN(C(=O)c2sc3nc(-c4ccc(F)cc4)cn3c2C)C1 (stereo not drawn)	i	0	-2	i	i	i	1.2	-29	i	i	-4
CCOC(=O)C1CCN(C(=O)CN(c2cccc(OC)c2)S(=O)(=O)c2ccccc2)CC1	i	2	-14	i	i	i	-0.4	-11	i	i	-2
CCn1nc(C)c(C(=O)Nc2cc(Oc3ccc(Cl)cc3)cc([N+](=O)[O-])c2)c1C	i	-4	-34	i	i	i	0.0	18	i	i	22
